Assay outcomes: PubChem BioAssay, several laboratories
NSD2 inh = NSD2 histone methyltransferase inhibitors, primary screen, biochemical, AlphaScreen, single concentration, set 2; Histone-lysine N-methyltransferase NSD2 (Homo sapiens), O96028; NSD2 peptide methylation, 120 min; inhibition, % at 12.5 µM; 310,000 tested, 0.54% active; in the data active = inhibition above about 50%
LANA DNA inh = inhibitors of KSHV C-LANA binding to DNA, primary screen, biochemical, fluorescence polarization, FAM-LBS DNA, MBP-C-LANA, single point; Kaposi's sarcoma herpesvirus LANA C-terminal domain (residues 932-1162) DNA binding; 340,000 tested, 0.078% active; inhibition, % at 9 µM;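 active = highest replicate inhibition at or above 60% at 9 µM, even if other replicates fall short; inactive = all replicates below 60% inhibition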;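 note: 0% = neutral control wells and 100% = 4 µM acridine orange control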
SR-BI uptake up = activators of SR-BI mediated DiI-HDL uptake, primary screen, ldlA[mSR-BI] CHO cells, DiI fluorescence | 320,000 tested, 0.096% active | 3 h; 100 = double the neutral-control signal | activation, % at 12.5 µM;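 active = mean replicate activation of at least 60% and every replicate at or above 60%; inconclusive = mean or all-replicate condition met, but not both; inactive = mean below 60% and not all replicates reaching 60%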;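 note: 0% = median plate neutral-control signal and 100% = twice that signal; values of inactives mirror those of a sister screen read the other way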
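Test system: SR-BI-overexpressing, LDLR-lacking CHO cells; Medium: Ham's F12 with 0.5% BSA, HEPES 25 mM, pH 7.4; Schedule: 3 h, 37 °C; Technique: bottom-read fluorescence, 550/595 nm.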
Arrestin-AP2 inh = inhibitors of beta-arrestin/AP2 binding, primary screen, biochemical, GPCR trafficking, flow cytometry | beta-arrestin 1 C-terminal peptide binding to AP2 beta2-adaptin appendage (human) | FITC-arrestin peptide / GST-AP2 beads; AP2 beta2 appendage carries R879A mutation | inhibition, % at 10 µM | 340,000 tested, 0.31% active | AID 504490, 2011;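 active = inhibition above a set limit, near 3 SD of compounds lacking own fluorescence, cut at about 54% in these data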;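 note: plate controls were DMSO wells for no effect and 5 µM unlabelled arrestin peptide for full effect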
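System: GST-AP2 R879A glutathione beads; medium: PBS, Tween 20 0.05%, BSA 0.1%; reagent: fluorescein-tagged arrestin peptide at 50 nM final; schedule: pre-incubation 12 min, peptide binding 1 h, room temperature; detection: flow cytometry, FL1 (488/535 nm); read-out: inhibition as reduced fluorescein signal on beads, percent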
Cardiac RTF inh = cardiac RTF calcium sensitivity inhibitors, primary screen, biochemical, IANBD-TnC fluorescence, EC70 calcium; IANBD-labeled cardiac RTF, Ca2+ fluorescence; inhibition, % at 7.15 µM; 340,000 tested, 0.12% active; AID 493244, 2011;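 active = inhibition above the mean inhibition of all tested compounds plus 3 SD, cut at about 17% in these data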;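 note: assay run at fixed EC70 calcium of 1.6 mM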
PvdQ inh = P. aeruginosa PvdQ acylase inhibitors, primary screen, biochemical, fluorescence, plate reader and imaging, single point; PvdQ acylase [Pseudomonas aeruginosa LESB58]; purified PvdQ acylase; inhibition, % at 10 µM; 340,000 tested, 0.063% active; in the data active = inhibition above about 30%, passing the limit was not always enough; inconclusive = no clear call, values can overlap the other calls;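 note: 0% = vehicle neutral wells and 100% = reference inhibitor wells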
Keap1 Nrf2 FP = Keap1-Nrf2 protein-protein interaction inhibitors, primary screen, biochemical, fluorescence polarization, single point | Keap1 Kelch-Nrf2 peptide fluorescence polarization, 1536-well | AID 504523, 2011 | inhibition, % at 9.4 µM | 340,000 tested, 0.15% active; in the data active = inhibition above about 12%; inconclusive = no clear call, values can overlap the other calls; inactive = below about 7.3%;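 note: human Keap1 Kelch domain with fluorescein labeled Nrf2 9mer peptide probe; 0% = neutral control wells and 100% = peptide positive control; higher means more block of Keap1 binding to Nrf2 peptide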
SR-BI HDL uptake = inhibitors of SR-BI mediated HDL lipid uptake, primary screen, ldlA[mSR-BI] cells, fluorescence, single point; ldlA[mSR-BI] CHO cells, DiI-HDL uptake fluorescence, 3 h; inhibition, % at 12.5 µM; 320,000 tested, 0.96% active; AID 488896, 2010;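 active = mean replicate inhibition of at least 70% and a set share of replicates each scoring 70 or more; inconclusive = meets just one of the two criteria; inactive = fails both criteria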;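 note: 0% = median of neutral control wells and 100% = median of positive control wells; values of inactives mirror those of a sister screen read the other way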
Target sequence (Q61009 whole entry, looked up): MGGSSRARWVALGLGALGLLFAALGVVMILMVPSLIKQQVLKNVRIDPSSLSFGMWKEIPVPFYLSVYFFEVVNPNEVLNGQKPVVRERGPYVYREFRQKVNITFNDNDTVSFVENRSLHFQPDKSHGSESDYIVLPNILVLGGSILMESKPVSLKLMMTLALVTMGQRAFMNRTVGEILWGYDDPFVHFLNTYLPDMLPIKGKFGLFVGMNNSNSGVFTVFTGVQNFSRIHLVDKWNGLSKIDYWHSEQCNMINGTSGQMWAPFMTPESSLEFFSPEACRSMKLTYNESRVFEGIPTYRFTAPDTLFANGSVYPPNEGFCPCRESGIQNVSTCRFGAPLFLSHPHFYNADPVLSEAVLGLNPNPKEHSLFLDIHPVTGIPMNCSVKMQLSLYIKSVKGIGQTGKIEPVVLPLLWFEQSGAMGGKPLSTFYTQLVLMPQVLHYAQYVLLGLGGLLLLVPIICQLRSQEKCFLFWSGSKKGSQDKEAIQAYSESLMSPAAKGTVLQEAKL
DAGLB inhibitor = DAGLB lipase inhibitors, primary screen, biochemical, fluorescence, HTS. AID 504411, 2011. inhibition, % at 5.17 µM. HEK293T DAGLB membrane lysate, EnzChek fluorogenic substrate. Diacylglycerol lipase-beta (Homo sapiens), Q8NCG7. 340,000 tested, 0.059% active; in the data active = inhibition above about 34%;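 note: 0% = enzyme with vehicle and 100% = wells lacking enzyme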
PKA-R2B activ = activators of PKA-R2B holoenzyme, primary screen, biochemical, fluorescence polarization, Cy5-IP20, human; activation, % at 11.4 µM; PKA-R2B holoenzyme dissociation; R2B truncated from residue 108, S112A mutant; 0% DMSO only, 100% 113 µM cGMP; AID 504700, 2011; 340,000 tested, 0.079% active; cAMP-dependent protein kinase catalytic subunit beta (Homo sapiens) + cAMP-dependent …;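 active = activation above a cutoff set at the mean over all compounds plus 3 SD, cut at about 18% in these data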;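 note: higher means more holoenzyme dissociation and a rise in polarization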
Target sequence (P31323 whole entry, looked up, other chains not shown, the tested form may be a part): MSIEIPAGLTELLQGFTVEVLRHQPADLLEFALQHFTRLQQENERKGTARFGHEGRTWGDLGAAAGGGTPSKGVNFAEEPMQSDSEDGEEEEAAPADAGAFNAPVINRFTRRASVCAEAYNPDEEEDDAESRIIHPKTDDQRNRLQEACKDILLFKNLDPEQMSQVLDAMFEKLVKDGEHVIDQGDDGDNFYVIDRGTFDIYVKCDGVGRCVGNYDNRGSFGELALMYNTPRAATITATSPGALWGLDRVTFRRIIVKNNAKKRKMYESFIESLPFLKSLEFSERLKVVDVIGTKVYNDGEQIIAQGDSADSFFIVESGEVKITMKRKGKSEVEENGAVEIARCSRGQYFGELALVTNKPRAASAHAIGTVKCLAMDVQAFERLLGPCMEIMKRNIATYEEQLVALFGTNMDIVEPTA
* hit, by the source's call; i = inactive; ? = inconclusive; . = no result given; + = active, no number.

1: CC(=O)c1sc(C(C)(C)C)cc1NC(=O)/C=C/C(=O)O
2: CC(=O)N/C(=N\c1nc(C)cc(C)n1)Nc1ccc(Cl)cc1Cl
3: Cc1ccc(O)c(-c2cc(C(=O)NCc3ccncc3)[nH]n2)c1
4: NC1=NC(c2ccc(Cl)cc2)n2c(nc3ccccc32)N1 (configuration not stated)
5: O=C(CSc1nnnn1C1CCCC1)Nc1cccc(NC(=O)c2ccco2)c1
6: CC(/C=C/c1ccccc1)=N\NC(=O)c1cc(C)[nH]n1
7: O=C1CCCN1c1nccs1
8: CCOCCCNC(=O)Cn1cnc2sc(C)c(S(=O)(=O)N3CCN(c4ncccn4)CC3)c2c1=O

Screen / compound no.	1	2	3	4	5	6	7	8
NSD2 inh	-2	-1	-2	-3	.	-1	-3	.
LANA DNA inh	0.2	0.1	-1.2	-0.5	-0.7	1.2	-1.2	-0.6
SR-BI uptake up	22	3	-3	31	-14	12	36	8
Arrestin-AP2 inh	9	-4	2	5	-9	4	11	19
Cardiac RTF inh	-4	-7	0	0	2	-21	0	-3
PvdQ inh	-5	-15	9	-19	-9	-2	17	1
Keap1 Nrf2 FP	4	-2	3	-1	-1	-2	-3	2
SR-BI HDL uptake	-22	-3	3	-31	14	-12	-36	-8
DAGLB inhibitor	4	0	-2	0	-1	0	-3	0
PKA-R2B activ	1	4	-11	-11	2	-4	0	-13

Single entries from the list:
In PvdQ inh, no. 4 is listed with -19
In PKA-R2B activ, no. 2 is listed with 4

The list continues.
9: S=C(NCc1ccco1)N1CCOCC1
10: COc1ccc(C)cc1N1CC(C(=O)OCc2nc(N)nc(Nc3ccccc3C)n2)CC1=O (configuration not stated)
11: COc1ccc(NS(=O)(=O)c2csc(C(=O)N3CCCC3)c2)cc1
12: O=C(Nc1ccccc1C(=O)N1CCCC1)c1cccc(S(=O)(=O)N2CCCCCC2)c1
13: CC(=O)Nc1ccc(S(=O)(=O)NCCC(=O)OCC(=O)c2cc(C)ccc2C)cc1
14: CN(C)c1cccc(C(=O)OC(C(=O)Nc2ccc([N+](=O)[O-])cc2Br)c2ccccc2)c1 (configuration not stated)
15: COc1cccc(CNC(=O)CCC2CCCN(C/C=C/c3ccccc3OC)C2)c1 (configuration not stated)
16: CC(C)(C)c1cc(CCC(=O)N2CCC2)cc(C(C)(C)C)c1O

Screen / compound no.	9	10	11	12	13	14	15	16
NSD2 inh	0	-1	5	1	0	1	2	-1
LANA DNA inh	-0.9	-1.4	1.1	-2.2	0.3	1.8	-1.9	-1.2
SR-BI uptake up	26	3	6	-16	-35	-9	-46	.
Arrestin-AP2 inh	-15	-3	17	2	-1	3	25	36
Cardiac RTF inh	3	-5	-2	4	-6	-10	-9	-2
PvdQ inh	-4	0	-5	-14	-7	-13	13	-7
Keap1 Nrf2 FP	0	-1	3	-1	0	-6	-2	-3
SR-BI HDL uptake	-26	-3	-6	16	35	9	46	50
DAGLB inhibitor	3	2	-5	-1	0	-14	0	3
PKA-R2B activ	3	-4	-2	2	11	-1	3	3

17: CC(=O)Oc1ccc2c(c1)CCC1C2CCC2(C)C(OC(C)=O)CCC12 (configuration not stated)
18: CN(C(=O)c1ccc2c(c1)SC1=NS(=O)(=O)CCN12)C(c1ccccc1)c1ccccc1
19: O=Cc1ccc(OCCN2CCCC2=O)cc1
20: O=C1CCC(=O)N1CCOP1(=O)COc2ccccc2OC1
21: CN1CCN(C2OC(=O)c3ccccc32)CC1 (configuration not stated)
22: Cc1ccc(SCC(=O)OCC(=O)NCc2cccs2)cc1C
23: COc1ccc(-c2nn(-c3ccccc3)cc2C(=O)Nc2ccc(C(=O)O)cc2)cc1
24: COc1ccccc1NC(=O)C1=C(C)Nc2nnnn2C1c1cc(Br)ccc1OC (configuration not stated)

Screen / compound no.	17	18	19	20	21	22	23	24
NSD2 inh	.	-2	-1	-2	0	-2	73*	0
LANA DNA inh	0.1	-1.2	3.2	-0.6	1.4	-0.6	1.1	-0.3
SR-BI uptake up	14	22	2	58	29	35	9	-23
Arrestin-AP2 inh	-5	1	30	17	22	-3	18	4
Cardiac RTF inh	3	-21	-14	-6	0	-1	-15	-6
PvdQ inh	2	-7	-1	-5	3	-7	7	-16
Keap1 Nrf2 FP	0	-6	-5	-1	0	2	-1	-6
SR-BI HDL uptake	-14	-22	-2	-58	-29	-35	-9	23
DAGLB inhibitor	-12	-2	-2	-1	-1	-2	0	-1
PKA-R2B activ	2	0	0	-6	4	-5	2	-6

Some of these compounds in order of count of non-hydrogen atoms, low to high:
22: Cc1ccc(SCC(=O)OCC(=O)NCc2cccs2)cc1C
24: COc1ccccc1NC(=O)C1=C(C)Nc2nnnn2C1c1cc(Br)ccc1OC (configuration not stated)
10: COc1ccc(C)cc1N1CC(C(=O)OCc2nc(N)nc(Nc3ccccc3C)n2)CC1=O (configuration not stated)

Screen / compound no.	22	24	10
NSD2 inh	-2	0	-1
LANA DNA inh	-0.6	-0.3	-1.4
SR-BI uptake up	35	-23	3
Arrestin-AP2 inh	-3	4	-3
Cardiac RTF inh	-1	-6	-5
PvdQ inh	-7	-16	0
Keap1 Nrf2 FP	2	-6	-1
SR-BI HDL uptake	-35	23	-3
DAGLB inhibitor	-2	-1	2
PKA-R2B activ	-5	-6	-4

Other compounds:
25: O=C(COC(=O)c1cc(S(=O)(=O)N2CCOCC2)ccc1O)NCCc1ccccc1
26: Cc1cc(C)n(-c2nc(NCCO)c3c4c(sc3n2)CCCC4)n1
27: COc1cc(CN2CCCC(CCC(=O)NCc3ccc(C)o3)C2)cc2c1OCO2 (configuration not stated)
28: Cc1noc(C)c1CSCC(=O)Nc1cc(C(F)(F)F)ccc1N1CCCCC1
29: CC(=O)C1C(c2ccc(Cl)cc2)NC(=O)NC1(O)C(F)(F)F (configuration not stated)
30: Cc1nc2nc(-c3ccco3)nn2c(C)c1Cl
31: COc1cc(OC)cc(C(=O)Nc2nc3ccc(S(C)(=O)=O)cc3s2)c1
32: C=CCSc1nc2ccsc2c(=O)n1-c1ccccc1

Screen / compound no.	25	26	27	28	29	30	31	32
NSD2 inh	0	2	2	.	.	2	-3	-2
LANA DNA inh	1.5	-0.8	1.0	0.0	-1.1	-0.5	0.0	0.2
SR-BI uptake up	9	20	9	-33	17	7	-70	-26
Arrestin-AP2 inh	1	-11	-9	0	1	5	104*	20
Cardiac RTF inh	-5	-5	-1	-5	-7	-7	-7	-22
PvdQ inh	-18	-12	-4	-11	3	6	-4	2
Keap1 Nrf2 FP	-2	-1	3	-9	-7	?	-3	-1
SR-BI HDL uptake	-9	-20	-9	33	-17	-7	70	26
DAGLB inhibitor	-3	2	1	-9	3	-3	1	-5
PKA-R2B activ	-3	5	-5	-7	-9	-5	-8	-4

33: CC(C)CC(=O)Nc1ccc(Nc2ccccc2)cc1
34: Cc1cc(Cl)c(S(=O)(=O)NCc2ccncc2)cc1OCC(N)=O
35: COCC(C)NS(=O)(=O)c1ccc(NC(=O)c2ccccn2)cc1 (configuration not stated)
36: Cc1cc(NC(=O)c2ccccc2)n(C)n1
37: CN(C)c1ccc(/C=C/C(=O)c2ccccc2O)cc1
38: O=C(NCc1ccc(Cl)cc1)c1cc(S(=O)(=O)N2CCCCC2)c[nH]1
39: Cn1cncc1C#Cc1ccc2cc(CCCO)oc(=O)c2c1
40: Cc1ccc(NC2=C(Cl)C(=O)OC2OC(=O)c2ccccc2)c(C)c1 (configuration not stated)

Screen / compound no.	33	34	35	36	37	38	39	40
NSD2 inh	2	4	-7	37	11	.	.	-1
LANA DNA inh	-1.0	-0.8	0.0	1.7	0.8	0.7	3.4	0.3
SR-BI uptake up	-69	9	7	2	6	-5	19	9
Arrestin-AP2 inh	10	1	-2	-17	5	5	-10	-24
Cardiac RTF inh	3	1	-10	-9	-26	0	-7	8
PvdQ inh	-6	-14	-8	-19	-10	-15	-3	-12
Keap1 Nrf2 FP	-8	-3	-4	11	-6	-1	4	-1
SR-BI HDL uptake	69	-9	-7	-2	-6	5	-19	-9
DAGLB inhibitor	4	0	1	-2	2	-5	2	15
PKA-R2B activ	-1	3	-2	-1	5	-6	-2	-9

Along the list, from the results shown:
PvdQ inh for nos. 31 to 39: -4, 2, -6, -14, -8, -19, -10, -15, -3

(list continues)
41: Cc1ccc(OCCSc2cc(C)nc(N)n2)cc1
42: O=S(=O)(NCCC1=CCCCC1)c1cccc(Br)c1
43: O=C(Nc1ccc(N2CCOCC2)cc1N1CCOCC1)c1ccc(F)cc1
44: CN(C)/C=C1\C=C2C(=O)c3ccccc3N2C1=O
45: Cc1ccc(NC(=O)CSCC(=O)N2CCN(Cc3ccc4c(c3)OCO4)CC2)cc1

Screen / compound no.	41	42	43	44	45
NSD2 inh	-1	-2	0	144*	2
LANA DNA inh	-1.1	1.1	-0.8	+	2.3
SR-BI uptake up	-10	20	1	-9	-5
Arrestin-AP2 inh	-3	-2	30	-133	4
Cardiac RTF inh	5	-6	1	i	-5
PvdQ inh	9	-9	5	-11	-12
Keap1 Nrf2 FP	1	-3	-1	+	0
SR-BI HDL uptake	10	-20	-1	9	5
DAGLB inhibitor	-4	-7	-2	i	0
PKA-R2B activ	-6	-6	-1	5	-1
